# Assay outcomes: PubChem, National Center for Advancing Translational Sciences (NCATS)
# HCMV antiviral = qHTS Assay for inhibitors of the human cytomegalovirus (HCMV); HFF cells, HCMV-luciferase reporter, 72 h; hits give low values; activity change, negative = inhibition, % at 57.5 µM; hit rate 4.5% among 410,000; in the data active = activity change below about -60%; inconclusive = no clear call, values can overlap the other calls; inactive = above about -39%
#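 Human foreskin fibroblasts infected with luciferase-reporter HCMV at MOI 1 PFU/cell, compounds at two doses. Luciferase measured 72 h post infection; normalized to buffer-only basal and Salinomycin (10uM) controls.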
# Sm TGR block = qHTS Assay for the Inhibitors of Schistosoma Mansoni Peroxiredoxins; Schistosoma mansoni thioredoxin glutathione reductase (TGR), Q962Y6; purified TGR, DTNB reduction, TNB absorbance 405 nm; Potency, µM (titrated, usually from 114 µM), for inactives: at the top dose activity change, negative = inhibition, hits mostly inhibitors; hit rate 3% among 360,000; also: potency is read from the fitted curve at half-maximal effect; nearly all actives have a fitted effect of over 60% in size
#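 TGR 20 nM + NADPH 100 uM (dispensed conc.), cpd preinc 15 min RT; start with NADPH (500 uM addition) then DTNB (15 mM addition). Kinetic TNB absorbance, 405 nm filter. Four-parameter Hill fit across titration.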
# FBPA Giardia inh = qHTS Assay for Inhibitors of Fructose-1,6-bisphosphate Aldolase from Giardia Lamblia; purified Giardia FBPA; Potency, µM (top dose mostly 59.6 µM), for inactives: at the top dose activity, negative = inhibition, most hits filed as inhibitors; hit rate 0.71% among 290,000; AID 2451, 2010; also: potency is read from the fitted curve at half-maximal effect; nearly all actives have a fitted effect of over 55% in size
# Target sequence (A8B2U2 whole entry, looked up): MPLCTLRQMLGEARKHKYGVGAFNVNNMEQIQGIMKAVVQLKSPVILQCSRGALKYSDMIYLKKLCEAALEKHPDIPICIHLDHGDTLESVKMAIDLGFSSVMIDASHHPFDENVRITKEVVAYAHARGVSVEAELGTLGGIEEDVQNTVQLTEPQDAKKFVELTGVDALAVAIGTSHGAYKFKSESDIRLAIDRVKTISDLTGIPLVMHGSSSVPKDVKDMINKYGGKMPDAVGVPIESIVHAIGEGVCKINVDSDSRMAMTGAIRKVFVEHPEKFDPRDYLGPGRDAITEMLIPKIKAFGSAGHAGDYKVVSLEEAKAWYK
#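 Giardia FBPA (40 nM reagent) was preincubated 10 min at RT with compound (up to 57.5 uM final), then substrate plus GAPDH/TPI/NAD/arsenate coupling system with diaphorase/resazurin was added; resorufin fluorescence (525/598 nm) was read after 20 min.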
# AmpC detergent = qHTS Inhibitors of AmpC Beta-Lactamase (assay with detergent); AmpC hydrolysis of nitrocefin, absorbance 480 nm, 0.01% Triton; Potency, µM (series often up to 114 µM), for the others: top-dose activity change, negative = inhibition, actives largely listed as inhibitors; hit rate 0.041% among 370,000;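 also: potency is read from the fitted curve at half-maximal effect; 0% = no-compound wells and -100% = no-enzyme wells; nearly all actives have a fitted effect of over 25% in size; some results filed as inactive show a strong effect at the top dose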
# Target sequence (P00811 whole entry, looked up): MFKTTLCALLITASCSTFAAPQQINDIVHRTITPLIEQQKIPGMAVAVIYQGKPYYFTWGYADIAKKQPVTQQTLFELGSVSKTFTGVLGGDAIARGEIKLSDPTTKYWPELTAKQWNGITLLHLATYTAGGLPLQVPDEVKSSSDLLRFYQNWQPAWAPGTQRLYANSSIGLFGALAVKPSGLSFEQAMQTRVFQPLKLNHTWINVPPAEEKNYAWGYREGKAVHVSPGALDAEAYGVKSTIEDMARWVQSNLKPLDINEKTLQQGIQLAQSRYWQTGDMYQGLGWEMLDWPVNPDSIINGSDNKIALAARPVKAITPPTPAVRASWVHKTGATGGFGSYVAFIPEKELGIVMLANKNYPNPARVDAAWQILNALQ
#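 AmpC (5.3 nM in the dispensed reagent) in 20 mM phosphate pH 7.0 with 0.01% (detergent screen) or 0.0001% Triton X-100 was preincubated with compounds for 15 min at room temperature. Nitrocefin was then added from an 800 uM solution, and hydrolysis was followed at 480 nm.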
# HCV inhibitor = qHTS Assay for Inhibitors of Hepatitis C Virus (HCV) | Huh7.5.1 HCVcc-Cre infection, luciferase reporter, 44 h | Potency, µM (top dose mostly 41.8 µM), for the others: at the top dose activity change, negative = inhibition, usual class: inhibitors | hit rate 3.4% among 340,000; also: potency is read from the fitted curve at half-maximal effect
#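 Infectious HCVcc-Cre (~0.5 moi) was added to cells just after compound, with cells seeded 4 h earlier at 1,000 per well. Luciferase activity after 44 h culture reported infection; substrate was incubated 15 min at room temperature before reading.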
# AmpC inh no detg = qHTS Inhibitors of AmpC Beta-Lactamase (assay without detergent); AmpC nitrocefin hydrolysis, absorbance 480 nm, 0.0001% Triton; Potency, µM (titrated, usually from 57.1 µM), for inactives: at the top dose activity change, negative = inhibition, actives largely listed as inhibitors; hit rate 0.52% among 330,000;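 also: potency is read from the fitted curve at half-maximal effect; plate controls were no compound for no effect and no enzyme for full effect; nearly all actives have a fitted effect of over 20% in size; some results filed as inactive show a strong effect at the top dose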
#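 AmpC (5.3 nM in the dispensed reagent) in 20 mM phosphate pH 7.0 with 0.01% (detergent screen) or 0.0001% Triton X-100 was preincubated with compounds for 15 min at room temperature. Nitrocefin was then added from an 800 uM solution, and hydrolysis was followed at 480 nm.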
# Numbers without * were called inactive; ? = inconclusive; / = no result given; [ ] = another dose, or the depositor's remark. Unless noted, calls follow the shape of the dose curve; as a rule, active = well fitted curve in the direction sought with a large enough effect; inconclusive = small, poorly fitted or top-dose-only effect, or another doubt; inactive = no such curve, though single readings can be large; an effect the other way counts as inactive or inconclusive. Unless noted, % is scaled to controls: 0 for no effect and ±100 for the full control effect.
Molecule,AmpC inh no detg,AmpC detergent,HCV inhibitor,HCMV antiviral,Sm TGR block,FBPA Giardia inh
CCOc1ccc(N2C(=O)CC(Cc3cc(C)cc(C)c3)C2=O)cc1 (configuration not stated),20%,-14%,-9%,23,0%,2%
CNc1nc(-c2ccc(S(=O)(=O)N3CCCCC3)cc2)cs1,-16%,-17%,?,74,-13%,/
O=C(O)c1cccc2c1C(=O)c1cccc3snc-2c13,-10%,-1%,10%,-33,7%,10%
Cc1cccc(OCc2ccc(C(=O)Nc3cc(C)on3)o2)c1,-13%,-3%,-7%,19,-6%,2%
COc1cccc(C(=O)N2CCC(C(=O)NCc3ccc(C)cc3)CC2)c1,47%,-2%,11%,2,-10%,-4%
COc1ccccc1N(CC(=O)NCc1ccccc1C)S(=O)(=O)c1ccc(C)cc1,17%,-3%,-17%,-19,1%,0%
COc1ccc(NC(=O)C2CCN(c3nc(-c4ccc(OC)cc4)no3)CC2)cc1,-3%,-18%,?,-21,11%,-1%
Cn1cnc2c1c(=O)n(CC(O)CO)c(=O)n2C (configuration not stated),-35%,?,16%,22,6%,-2%
Cc1ccccc1-n1c(/C=C/c2ccc(O)cc2)nc2ccccc2c1=O,/,19%,/,-92*,2%,/
O=C1c2ccccc2C(=O)N1CC1CCCO1 (configuration not stated),-9%,-3%,?,/,12%,4%
COc1ccc(OC)c(-n2nnc(-c3nc(-c4cc(OC)c(OC)c(OC)c4)no3)c2C)c1,/,-6%,/,?,6%,/
O=C(NC1CCCC1)C(c1ccc(F)cc1)N(C(=O)Cc1cccs1)c1ccc2c(c1)OCCO2 (configuration not stated),-17%,-16%,15%,-6,-19%,-7%
O=C(CCCN1C(=O)CCC1=O)Nc1ccccc1F,-19%,6%,-8%,-2,5%,1%
Cc1ccc2cc(COC(=O)c3cccc([N+](=O)[O-])c3)c(=O)[nH]c2c1,-31%,0%,4%,4,-1%,0%
CCN(CC)CCCn1c2c(c(SCC(=O)Nc3cc(OC)cc(OC)c3)nc1=O)CCC2,30%,?,-7%[8.37 µM],-13,-2%,/
COC(C[C@H](O)CC(=O)[C@H](C)OCc1ccccc1)OC,-10%,-12%,12%,-11,45µM*,7%
COc1ccc(-n2c(=O)/c(=C\c3cccs3)s/c2=C(/C#N)C(=O)NCCN2CCOCC2)cc1,-4%,0%,?,5,4%,5%
CCOCCCNC(=S)N1C2CCC1CC(NC(=O)Nc1ccc(C(=O)OCC)cc1)C2 (configuration not stated),65%[activator],3%,?,19,0%,-8%
Cc1nn(C)cc1CN(C)C(=O)c1cc2nc(-c3ccco3)cc(C(F)(F)F)n2n1,119%[activator],11%,-9%,-17,35µM*,-20%
CCc1ccc(N2CC(C(=O)Nc3cc(C)on3)CC2=O)cc1 (configuration not stated),-14%,6%,15%,32,11%,2%
O=C(Nc1cccc(Cl)c1)c1cc(S(=O)(=O)N2CCCCC2)c[nH]1,-24%,-10%,-1%,-2,3%,8%
Cc1cccc(-n2c(O)c(C=Nc3ccccc3O)c3ccccc3c2=O)n1,69%[activator],5%,?,-64*,-31%,-6%
COc1ccc(-c2ccc(/C=C3/C(=N)N4C(C)=CSC4=NC3=O)o2)c([N+](=O)[O-])c1,-6%,?,-13%,9,0%,-29%
O=[N+]([O-])c1ccc(N2CCN(C(=S)NC3CCCCC3)CC2)cc1,-30%,-10%,-24%,?,8%,/
O=C(Nc1ccc([N+](=O)[O-])cc1)C1COc2ccccc2O1 (configuration not stated),-51%,?,16%,4,-4%,10%
CN(C)C(=O)N1CCC(C(=O)NCc2ccc(F)cc2Cl)CC1,0%,-10%,20%,?,-3%,6%
C[C@]12c3[nH]c4ccccc4c3CCN1C(=O)C(CC(=O)NCc1ccco1)C[C@@H]2C(=O)N1CCOCC1 (some centres not stated),30%,/,-15%,20,/,/
N#CC(C(N)=O)=C1CCC2(CC1)OCCCCO2,-16%,?,3%,-5,5%,5%
O=C(O)c1ccc(NC(=O)c2ccccc2NC(=O)c2cccc(F)c2)cc1,-33%,?,-17%,-11,-7%,15%
O=C(Nc1ccc2nc[nH]c2c1)c1ccco1,-13%,1%,2%,23,0%,-6%
CN(Cc1ccon1)Cc1cn(C)nc1-c1ccc2c(c1)OCCO2,-27%,-5%,14%,-3,-20%,-1%
COc1ccc(/C=N/NC(=O)c2ccc3nc[nH]c3c2)c(OC)c1OC,-28%,-7%,-3%,90,-2%,-1%
CCCn1c(=NC(=O)CS(=O)(=O)c2ccccc2)sc2cc(S(C)(=O)=O)ccc21,-18%,0%,9%,?,-6%,/
Cc1cc(NC(=O)Nc2nc3c(s2)CCCCCC3)ccc1Br,/,23%,/,-5,-5%,/
O=C(N/N=C/c1ccc([N+](=O)[O-])o1)c1ccccc1-n1cccc1,-14%,8%,?,?,?,12%
Cc1ccc(OCC(=O)c2cc(C)n(-c3ccccc3)c2C)c([N+](=O)[O-])n1,-31%,-7%,?,-99*,-23%,-17%
CC(=O)NC1(C(F)(F)F)N=C(c2ccccc2)NC1=O (configuration not stated),-2%,-11%,6%,19,1%,0%
O=C(NC1CC1)C1CCN(c2nc3ccccc3s2)CC1,-3%,4%,-17%,37,0%,-8%
CC(C)Oc1ccc(NC(=O)Oc2ccccc2)cc1,-21%,4%,22%,15,29%,-16%
CCOC(=O)/C(C#N)=C/c1c(Oc2cccc(C)c2)nc2c(C)cccn2c1=O,-21%,-3%,43%[activator],-20,-8%,4%
CCCc1cc(=O)[nH]c(SCC(=O)N2CCc3ccccc3C2)n1,5%,-10%,-3%,0,-11%,/
CCOC(=O)c1ccc(CN(Cc2ccc(Br)cc2)S(=O)(=O)c2cccc(Cl)c2C)cc1,/,-7%,/,-6,11%,/
Cc1cc(C)c(NC(=O)CCN2C(=O)c3ccccc3S2(=O)=O)c(C)c1,3%,10%,-4%,-32,5%,/
Cc1ccc2c(c1)NC(=O)C(CC(=O)NCCN(C)C)O2 (configuration not stated),-8%,-1%,9%,11,-4%,-1%
CC(=O)c1cccc(NC=C2C(=O)OC3(CCCCC3)OC2=O)c1,-26%,4%,24%,43,?,3%
CCCCCCn1c(O)c(C=NCCN2CCOCC2)c(=O)[nH]c1=O,-13%,2%,15%,45,-9%,3%
Cc1nnc(N/N=C\c2ccc(-c3cccc(C(=O)O)c3)o2)n1N,-12%,1%,17%,10,4%,8.9µM*
O=C(N/N=C/c1ccc2c(c1)OCCO2)c1ccncc1,-12%,-12%,18%,29,8%,2%
COc1ccc(OC)c(C(=O)CN2C(=O)N(c3cc(C)cc(C)c3)S(=O)(=O)c3ccccc32)c1,/,-3%,/,-14,1%,/
O=C(Nc1cccc(/C=C/c2nc3ccccc3c(=O)[nH]2)c1)c1ccccc1Cl,-20%,-7%,5µM*,40,1%,2%
COCCn1c(C)cc(/C=C2/SC(=O)N(C(C)C(=O)OC)C2=O)c1C (configuration not stated),82%[activator],2%,-4%,-23,-25%,-11%
Cc1cc(C(=O)Nc2ccccc2)oc1C,-27%,-4%,-10%,23,0%,/
O=C(O)CCN1c2ccccc2Sc2ccccc21,-27%,-6%,5%,35,-8%,8%
Cc1ccc2cc(C#N)c(SCC(=O)NNC(=O)Cc3ccccc3)nc2c1,-3%,-9%,4%,6,3%,5%
CC(C)(C)C1CCC(C(=O)Nc2nccs2)CC1 (configuration not stated),-16%,6%,9%,-27,18%,11%
CCO[C@@H]1OC(C(=O)NCc2ccccc2)=C[C@H](c2ccccc2)[C@H]1CCCO,65%[activator],-8%,7%,0,-2%,-5%
CCOC(=O)c1ccc(N=Cc2nc(-c3ccccc3)oc2OC(C)=O)cc1,-14%,?,-28%,41,?,1%
Cc1ccccc1CN1CCN(S(=O)(=O)c2cccc3nsnc23)CC1,-18%,1%,-16%,-27,-8%,/
COC(=O)/C(=C\c1cc(OC)c(OC)c(OC)c1)c1nc2ccccc2[nH]1,161%[activator],4%,?,-98*,-24%,-3%
CN1C(=O)C2(C(C#N)=C(N)Oc3c2oc(CO)cc3=O)c2ccccc21 (configuration not stated),-23%,-10%,14%,22,1%,5%

# Other structures.
Molecule,AmpC inh no detg,AmpC detergent,HCV inhibitor,HCMV antiviral,Sm TGR block,FBPA Giardia inh
CCCCCCCNc1cccc(C)c1,-16%,-5%,?,12,-8%,3%
O=C(c1ccco1)c1cn(CCOc2ccc(F)cc2)c2ccccc12,/,25%,/,-4,2%,/
Cc1ccc(S(=O)(=O)N2CCCCC2)cc1NC(=O)COC(=O)c1c(F)cccc1F,-43%,1%,4%,-11,0%,0%
CC1(C)Cc2c(sc3c2c(=N)n(Cc2ccco2)c(=O)n3CC(=O)Nc2cccc(Cl)c2)CO1,36%,-12%,?,32,-36%,-4%
O=C(CCCN1C(=O)c2ccccc2C1=O)Nc1cccnc1,-22%,-3%,-18%,6,-10%,-1%
NC(=O)C1CCN(CC(=O)Nc2cccnc2Cl)CC1,-7%,0%,17%,22,1%,5%
CC1CCCCN1CCCNC(=O)c1sc2ncccc2c1-n1cccc1 (configuration not stated),/,12%,/,1,4%,/
CCCC(C(=O)NC(C)(C)C)N(CC1CCCO1)C(=O)CNS(=O)(=O)c1ccc(F)cc1 (configuration not stated),1%,-2%,19%,-7,7%,/
COc1ccc(C(=O)/C=C2\NCCc3cc(OC)c(OC)cc32)cc1OC,85%[activator],-6%,?,17,-22%,24%
O=C(CN1C(=O)c2cccnc2Oc2ccc(Cl)cc21)NCCC1=CCCCC1,108%[activator],0%,0%,8,-1%,/
Cc1ccc(S(=O)(=O)N2CCN(C(=O)CN3C(=O)NC4(CCCCC4)C3=O)CC2)c(C)c1,-25%,-8%,-18%,-3,8%,/
COc1ccc(NC(=O)c2c(NCc3cccs3)sc3c2CCCC3)cc1,/,6%,/,-15,32µM*,/
N#Cc1ccc(NCC(=O)N2CCN(S(=O)(=O)c3ccccc3)CC2)cc1,-40%,-3%,1%,-19,-22%,/
Cc1ccc(-n2nc(C(=O)N3CCCCC3)c(=O)n(C)c2=O)cc1,/,2%,/,6,10%,/
COc1ccc(/C=N/NC(=O)COc2cc(C)cc(C)c2)cc1COC(C)=O,-2%,-13%,16%,18,-5%,9%
COC(=O)c1cc([N+](=O)[O-])c(-n2cncn2)c([N+](=O)[O-])c1,-10%,-8%,2%,28,7%,4%

# Profiles as entered above. Values in the order: AmpC inh no detg	AmpC detergent	HCV inhibitor	HCMV antiviral	Sm TGR block	FBPA Giardia inh
# Entry for COc1ccc(NC(=O)c2c(NCc3cccs3)sc3c2CCCC3)cc1 : /	6%	/	-15	32µM*	/
# Entry for COc1ccc(/C=N/NC(=O)COc2cc(C)cc(C)c2)cc1COC(C)=O : -2%	-13%	16%	18	-5%	9%
